# Screening results as filed in PubChem BioAssay.
# A3G deaminase: inhibitors of human APOBEC3G DNA deaminase | recombinant A3G, ssDNA deamination FAM/TAMRA fluorescence | inhibition, % at 20 µM | 330,000 tested, 0.28% active;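 active = inhibition of at least 40% at 20 µM, with no more than 30% in the related APOBEC3A deaminase screen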;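 note: plate controls were DMSO wells with A3G for no effect and wells lacking A3G enzyme for full effect; some compounds called inactive have numbers as strong as hits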
# Target sequence (Q9HC16 whole entry, looked up): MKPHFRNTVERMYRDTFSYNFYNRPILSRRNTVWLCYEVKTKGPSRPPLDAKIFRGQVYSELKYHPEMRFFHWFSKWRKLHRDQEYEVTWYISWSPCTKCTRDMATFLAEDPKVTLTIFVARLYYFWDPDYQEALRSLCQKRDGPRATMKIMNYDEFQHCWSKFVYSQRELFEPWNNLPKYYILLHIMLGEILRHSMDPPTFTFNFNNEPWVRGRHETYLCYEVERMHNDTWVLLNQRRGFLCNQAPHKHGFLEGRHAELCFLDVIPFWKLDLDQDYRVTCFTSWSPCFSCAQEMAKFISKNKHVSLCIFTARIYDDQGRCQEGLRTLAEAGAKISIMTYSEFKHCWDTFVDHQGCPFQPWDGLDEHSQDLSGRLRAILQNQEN
# mIAP block: mouse IAP inhibition. purified mouse IAP, CDP-Star luminescence, 30 min. inhibition, % at 10 µM. AID 2806. 330,000 tested, 0.2% active;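 active = inhibition of at least 40% at 10 µM in the primary screen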;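 note: plate controls were DMSO with enzyme for no effect and no enzyme wells for full effect; values of inactives mirror those of a sister screen read the other way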
# beta cell repl: inducers of beta-cell replication in MIN6 cells | MIN6 cells proliferation, ATPlite luminescence, 48 h; cells starved in 0.2% serum; 100% = growth in 10% serum | proliferation, % at 10 µM | 330,000 tested, 0.29% active;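 active = compounds whose signal lies at least 3.5 SD above the mean of all wells on their plate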;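 note: 0% = DMSO-treated cells in low-serum medium and 100% = 10% serum control; some compounds called inactive have numbers as strong as hits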
# hIAP inh: human IAP inhibition | P09923 | purified IAP, CDP-Star luminescence, 30 min | inhibition, % at 10 µM | 330,000 tested, 0.12% active | AID 2544;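 active = inhibition reaching a set limit with compound at 10 µM in the primary screen, cut at about 35% in these data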;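 note: plate controls were DMSO wells with enzyme for no effect and no-enzyme buffer wells for full effect; values of inactives mirror those of a sister screen read the other way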
# Target sequence (P09923 whole entry, looked up): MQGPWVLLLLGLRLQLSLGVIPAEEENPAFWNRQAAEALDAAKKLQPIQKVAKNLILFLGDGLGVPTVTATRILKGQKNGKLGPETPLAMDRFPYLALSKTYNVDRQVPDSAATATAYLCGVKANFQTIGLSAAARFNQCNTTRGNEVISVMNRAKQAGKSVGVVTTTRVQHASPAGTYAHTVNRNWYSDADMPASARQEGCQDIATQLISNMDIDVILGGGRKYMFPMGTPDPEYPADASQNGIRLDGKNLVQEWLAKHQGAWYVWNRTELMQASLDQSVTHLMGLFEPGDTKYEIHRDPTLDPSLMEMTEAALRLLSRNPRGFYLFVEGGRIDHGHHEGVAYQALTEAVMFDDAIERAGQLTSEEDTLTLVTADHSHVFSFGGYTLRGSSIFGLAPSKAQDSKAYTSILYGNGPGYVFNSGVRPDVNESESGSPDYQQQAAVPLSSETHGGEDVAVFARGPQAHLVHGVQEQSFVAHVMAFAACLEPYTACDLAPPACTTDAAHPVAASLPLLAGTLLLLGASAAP
# A3A deaminase: blocks human APOBEC3A ssDNA deamination; P31941; recombinant A3A, FAM/TAMRA ssDNA deamination fluorescence; inhibition, % at 20 µM; 330,000 tested, 0.41% active; AID 493011;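 active = at least 40% inhibition at 20 µM here, with at most 30% in a related deaminase screen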;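 note: plate controls were A3A with DMSO for no effect and wells lacking A3A enzyme for full effect; some results filed as inactive read as strong as hits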
# tim10-1 inh: inhibits growth of tim10-1 mutant yeast. 330,000 tested, 2.2% active. S. cerevisiae tim10-1 ts strain growth, BacTiter-Glo, 24 h. inhibition, % at 20 µM;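 active = inhibition of at least 40%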;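 note: mutant grown at 25 °C; 0% = DMSO wells with yeast and 100% = wells holding no yeast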
# NALP3 yeast inh: NALP3 inhibition in yeast. Yeast reconstituted NLRP3/ASC/caspase-1, beta-gal luminescence, 24 h. inhibition, % at 10 µM. 330,000 tested, 0.39% active. AID 2825;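 active = inhibition of 50% or more; inactive = inhibition below 50%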;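 note: plate controls were induced DMSO wells for no effect and uninduced yeast grown without galactose for full effect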
# mIAP activ: mouse IAP activation; activation factor at 10 µM; muIAP, CDP-Star luminescence, 30 min; active compounds read high; 1 = vehicle-only enzyme signal, 0 = enzyme-free wells; AID 2805; 330,000 tested, 0.24% active;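 active = activation factor of at least 2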; note: the source names both 10 and 20 µM as test concentration; values of inactives mirror those of a sister screen read the other way
#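 also added = chemiluminescent substrate CDP-Star | test system = mouse IAP enzyme | signal = chemiluminescence readout | compound = DMSO-dissolved test compounds | incubation = 30 min at room temperature | benchmarks = DMSO wells, no-enzyme wells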
# TIM10 inh: growth inhibitors of TIM10 yeast strain | S. cerevisiae TIM10 strain growth, BacTiter-Glo luminescence, 24 h | inhibition, % at 10 µM | 330,000 tested, 1.4% active;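 active = inhibition of 40% or more at the single tested concentration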;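 note: wild-type TIM10 isogenic control strain grown at permissive 25 °C; 0% = DMSO yeast wells and 100% = minimal medium wells without yeast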
# Numbers without * were called inactive. No enrichment for hits; any-hit rate near 4.6%.
SMILES,A3G deaminase,mIAP block,beta cell repl,hIAP inh,A3A deaminase,tim10-1 inh,NALP3 yeast inh,mIAP activ,TIM10 inh
O=C(Nc1ccc2c(c1)OCO2)C1CC(c2c(F)cccc2Cl)=NO1 (stereo not drawn),-7,0,0,1,-1,10,35,1,21
C=CCOc1ccc(/C=C/C(=O)OCC(=O)NC(C)c2ccc(F)cc2)cc1 (stereo not drawn),1,5,-5,-13,-1,21,17,0.95,13
Cc1cc(C)cc(N(C(C)C(=O)N2CCCCC2)S(C)(=O)=O)c1 (stereo not drawn),-3,-3,-3,-12,-2,20,0,1,-17
c1csc(-c2nc(NCC3CCCO3)c3ccccc3n2)c1 (stereo not drawn),-6,-2,3,13,-2,23,28,1,19
CS(=O)(=O)N1CCc2cc(C(=O)Nc3ccc(Cl)cc3)ccc21,-3,-10,-2,-11,-2,12,3,1.1,-2
O=C(Nc1cc2c3c(c1)CC(=O)N3CCC2)c1ccc(Br)cc1,5,0,2,-11,6,-4,21,1,-5
CCCCN(CC)C(=O)CN1C(=O)c2ccccc2C1=O,-8,10,0,-1,-5,6,10,0.91,1
CCN1CCN(CCNC(=O)CCCn2nc(C)c3c(C)n(-c4ccc(C)cc4)nc3c2=O)CC1,7,3,-4,-18,2,-10,12,0.97,8
CCOC(=O)CN(C(=O)COC(=O)C1(c2ccccc2)CC1)c1ccc(F)cc1,1,-8,-3,-5,5,28,11,1.1,15
COc1ccc(CN(C)C(=O)CNC(=O)c2ccc3ccccc3c2)c(OC)c1,4,1,-3,0,3,-6,29,0.99,-21
COc1ccc2[nH]c(C(=O)NCCCn3ccnc3)cc2c1,-8,4,-1,5,-3,-2,3,0.96,4
COc1ccc(OC)c(-c2csc(NC(=O)C3COc4ccccc4O3)n2)c1 (stereo not drawn),-6,0,-5,-2,-1,9,32,1,17
CN(Cc1nc2ccccc2n1C)S(=O)(=O)c1ccc(Cl)cc1,-6,0,-2,13,-2,-2,9,1,-9
CCCCNC(=O)CC1N=C2c3ccccc3N=C(SCC(=O)Nc3ccccc3C)N2C1=O (stereo not drawn),-6,18,0,-12,-1,16,5,0.82,1
Cc1ccnc(NS(=O)(=O)c2ccc(N3C(=O)c4ccccc4C3=O)cc2)n1,-3,-2,0,4,2,8,12,1,1
Cc1cccc(OC(=O)c2cccnc2)c1C,-11,8,2,2,-5,-17,1,0.92,-10
CC(=O)NC(CC(=O)OCC(=O)Nc1cc(S(=O)(=O)N2CCCCC2)ccc1C)c1ccccc1 (stereo not drawn),-7,-1,2,13,1,2,6,1,5
OC(CN1CCC(Cc2ccccc2)CC1)c1ccccc1 (stereo not drawn),-3,3,-1,11,2,-7,14,0.97,-16
COc1cc(/C=N/Nc2cccc(C)c2)ccc1OC(=O)c1ccco1,-4,-13,-2,5,-1,-29,-26,1.1,-16
CCCSc1nc2c(cnn2-c2ccccc2)c(=O)[nH]1,-6,7,3,14,-1,12,4,0.93,-4
O=[N+]([O-])c1cc(-c2nc(-c3ccncc3)no2)ccc1Cl,-10,-6,-6,-8,-4,-10,-25,1.1,-16
O=c1cc(CSc2nnc(COc3ccccc3)n2-c2ccccc2)c2ccccc2[nH]1,-3,3,2,2,1,11,15,0.96,9
Cc1sc2ncn(CC(=O)NCc3ccccc3)c(=O)c2c1C,-4,-24,-1,-14,-5,-22,-9,1.2,26
CCN(CC)CCNC(=O)CCn1c(=S)[nH]c2cc3c(cc2c1=O)OCO3,-7,-5,-2,3,-4,0,13,1.1,-2

# An excerpt from above in order of their number in A3A deaminase, high to low.
Structure	A3G deaminase	mIAP block	hIAP inh	A3A deaminase	tim10-1 inh	NALP3 yeast inh	mIAP activ
CCCSc1nc2c(cnn2-c2ccccc2)c(=O)[nH]1	-6	7	14	-1	12	4	0.93
CN(Cc1nc2ccccc2n1C)S(=O)(=O)c1ccc(Cl)cc1	-6	0	13	-2	-2	9	1
O=[N+]([O-])c1cc(-c2nc(-c3ccncc3)no2)ccc1Cl	-10	-6	-8	-4	-10	-25	1.1

# (continued)
SMILES,A3G deaminase,mIAP block,beta cell repl,hIAP inh,A3A deaminase,tim10-1 inh,NALP3 yeast inh,mIAP activ,TIM10 inh
COc1ccc(-n2c(SC)nc(O)cc2=O)cc1,-8,18,-2,-2,0,0,-6,0.82,14
Cc1sc2c(c1C)c(=O)nc1scc(CC(=O)O)n12,-14,3,-3,14,-1,6,-2,0.97,10
COc1ccc(CNC(=O)c2cc(-c3cc(C)ccc3O)n[nH]2)cc1,-2,-70,-3,-138,3,-22,0,1.7,0
CN(C)C(CNC(=O)CNC(=O)c1ccc(Br)cc1)c1ccccc1 (stereo not drawn),-14,6,-5,-13,1,3,2,0.94,-1
COc1cc(C)c(S(=O)(=O)n2nnc3ccccc32)cc1C,4,-4,-4,-10,2,2,6,1,-5
COc1ccccc1CN(C)C(=O)c1sccc1-c1ccccc1,1,5,-3,8,-2,22,-8,0.95,7
CCOc1cc(C)nc(N2CCN(C3CCCCC3)CC2)n1,-1,6,-2,-2,3,-7,11,0.94,-5
Cc1cccn2c(=O)c3cc(C#N)c(=NC(=O)c4ccccc4)n(Cc4ccco4)c3nc12,24,4,-4,-4,25,2,11,0.96,-11
O=c1c2[nH]c3ccc(F)cc3c2ncn1CCN1CCN(Cc2ccccc2)CC1,-1,-7,0,-2,0,29,27,1.1,-3
COc1ccc(C(=O)NCCN2C(=O)S/C(=C\c3cccnc3)C2=O)c(OC)c1OC,-6,5,1,-14,-3,32,9,0.95,37
O=C(/C=C/c1ccccc1Cl)Nc1ccc(-c2nnc3n2CCCCC3)cc1,-4,8,0,1,0,14,18,0.92,7
Cn1c(CCCOc2ccc(Cl)cc2Cl)n[nH]c1=S,6,-13,0,5,0,48*,19,1.1,16
COCCN(CCOC)S(=O)(=O)c1ccc(C(=O)Nc2sc3c(c2C(N)=O)CCCCC3)cc1,-3,19,0,-11,0,14,17,0.81,-9
C[C@H](NC(=O)c1[nH]cnc1C(=O)Nc1ccc(Cl)cc1)c1ccccc1,-7,-4,-7,-46,-1,32,4,1,23
CCOC(=O)C1=C(CCc2ccccc2)NC(=O)NC1c1ccc(C#N)cc1 (stereo not drawn),-7,-23,-2,4,-2,27,11,1.2,10
O=C(NNC(=S)NCc1ccc(Cl)cc1)c1ccc(Br)o1,-12,14,-1,-61,-4,9,19,0.86,17
Cc1cc(NC(=O)/C=C/c2ccc(F)cc2)n(-c2nc3ccccc3[nH]2)n1,-2,5,0,-40,0,7,9,0.95,9
O=C(O)CC1S/C(=N\N=C/c2ccccc2)N(c2ccc(O)cc2)C1=O (stereo not drawn),-6,-1,0,-8,-6,-15,2,1,-5
COc1cccc(OC)c1C(=O)N1CCN(Cc2ccccc2C)CC1,-7,-8,1,-24,-4,-17,22,1.1,-8
COc1ccc(-n2c(O)c(C=NC3CC3)c(=O)[nH]c2=O)cc1,-5,4,-1,3,-3,-13,-4,0.96,-7
CC(=O)Oc1ccccc1C1OC(=O)c2ccccc2N1C(C)=O (stereo not drawn),-5,-12,0,-22,-6,7,0,1.1,-10
O=C(Nc1ccc(F)cc1F)NC1CCN(Cc2c(F)cccc2Cl)CC1,-6,-36,1,-25,-3,-14,15,1.4,-20
CCC(=O)Nc1ccc(NCc2cccs2)cc1,2,1,-1,14,-7,16,21,0.99,-6
COc1ccc(CCCc2nnc(SCC(=O)Nc3cc(C)c(C)cc3Br)o2)cc1,0,2,-4,-22,-4,1,7,0.98,-7
O=C(c1ccc(-c2ccccc2Cl)o1)N1CCC1,-5,12,1,1,1,-4,30,0.88,-15
Cc1c([N+](=O)[O-])cc(C(=O)N2CCOCC2)cc1[N+](=O)[O-],-5,7,0,2,-5,3,6,0.93,3
c1ccc(CSC2=NCCS2)cc1,-7,-4,-1,-4,-6,4,12,1,10
CCC(C)[C@H](NC(=O)NCCCOC(C)C)C(=O)OC (stereo partly drawn),-11,0,-2,28,-4,-1,12,1,18
O=C(CSc1nnc(CNC(=O)c2cccs2)o1)c1ccccc1,-4,12,0,-5,2,2,-3,0.88,0
Cc1ccc2nc3c(cc(C#N)c(=O)n3-c3nccs3)c(=O)n2c1,-5,-5,0,3,3,13,4,1.1,-11
CC1C(=O)N2CCCc3cc(NS(C)(=O)=O)cc1c32 (stereo not drawn),0,8,-3,3,-1,-9,6,0.92,2
CC(C)COc1ccc(-c2nn(-c3ccccc3)cc2CO)cc1,3,-11,-7,3,4,20,28,1.1,16
Cc1cc(Cl)c(S(=O)(=O)NC2CCCCC2)cc1OCC(=O)Nc1nncs1,-8,-3,1,-9,-1,-20,50*,1,-13
Cc1ccc(N2CC(C)Cn3c2nc2c3c(=O)[nH]c(=O)n2C)cc1 (stereo not drawn),-10,9,-1,-7,-5,15,3,0.91,15
CC1(C)CC(NC(=O)COc2cc3oc(=O)c4c(c3cc2Cl)CCC4)CC(C)(C)N1,1,-10,-3,-26,5,-5,0,1.1,2
COc1cccc(NC(=O)N2C3CCCC2CC(NC(C)=O)C3)c1 (stereo not drawn),-5,-3,-1,4,-3,-12,9,1,-6
N#CC1=C(N)Oc2n[nH]c(-c3cccs3)c2C1c1cccnc1 (stereo not drawn),-2,-1,-1,3,-3,10,-22,1,11
Cc1cc(Br)cc2cn[nH]c12,-3,-3,6,-5,0,4,-1,1,-4
O=C1CSc2ccc(C(=O)O)cc2N1,-3,-1,-1,7,0,15,22,1,5
Cc1ccc(C[n+]2cccc(-c3ccccc3)c2)c(C)c1,-1,0,-7,2,4,-24,12,0.99,-23
COc1cc(CN2C(=O)C(NC(=O)c3ccco3)(C(F)(F)F)C3=C2CC(C)(C)CC3=O)cc(OC)c1 (stereo not drawn),-3,0,0,-16,-2,47*,12,1,10
CCNS(=O)(=O)c1ccc(CCC(=O)NCc2ccccc2)cc1,-9,-9,-2,-11,-1,22,11,1.1,-3
CN(C)c1ccc(/C=N/N2CCN(c3ccccn3)CC2)cc1,-6,10,-1,0,-2,-4,24,0.9,1
COc1cc(O)oc1C=Nc1ccccc1,-1,-2,-2,19,-1,8,1,1,-1
COC(=O)C1=C(C)N(Cc2ccc(OC)cc2)C(=O)/C1=C\c1ccco1,-6,9,-2,-25,-3,13,21,0.91,-2
CCOC(=O)CC/C(=N\NC(N)=O)c1ccc(OC)c(Cl)c1,-13,-5,1,-3,-5,-21,-2,1.1,-12
Cc1ccc(CNC(=O)c2ccc(S(=O)(=O)N(C)C)cc2)n1C,-10,3,0,8,-6,-16,-10,0.97,9
Cc1cc(C(=O)COC(=O)c2ccc(N)c([N+](=O)[O-])c2)c(C)n1Cc1ccc2c(c1)OCO2,-3,15,-3,17,-2,9,0,0.85,-14
COc1ccc(C(=O)Cn2nc(CNc3ccc(Br)cc3)[n+]3c2CCCCC3)cc1,-7,10,-6,-10,3,12,-3,0.9,6
CCCn1c(NC(=O)c2cccc(C)c2C)nc2ccccc21,-4,3,-5,-24,-2,20,15,0.97,30
CCCCNC(=S)Nc1ccc2nc(N3CCN(CC)CC3)cc(C)c2c1,-6,-24,-3,-2,-5,3,9,1.2,0
CCOc1ccc(C(F)(F)F)cc1NC(=O)COc1ccc(C(F)(F)F)cc1[N+](=O)[O-],-4,-5,0,10,-2,9,15,1,-1
